NCI-60 one-dose screen, 48 h, at 10 µM unless noted. Numbers give growth in % (100 = growth as untreated, 0 = no growth, -100 = all killed).
SW-620 – SW-620 colon cancer; actives 5.2% (n = 82,000); AID 1794795
HCT-15 – HCT-15 colon cancer; actives 5.2% (n = 82,000)
HT29 – HT29 colon cancer | actives 7.4% (n = 81,000) | AID 1794748
HCC-2998 – HCC-2998 colon cancer | actives 4.7% (n = 79,000)
SNB-75 – SNB-75 CNS cancer; actives 5% (n = 79,000)
SNB-19 – SNB-19 CNS cancer cells; actives 2.5% (n = 81,000); AID 1794751
KM12 – KM12 colon cancer cells. actives 5% (n = 82,000). AID 1794800
HCT-116 – HCT-116 colon cancer; actives 7.3% (n = 82,000)
SF-268 – SF-268 CNS cancer cells; actives 3.1% (n = 82,000); AID 1794759
Active calls of the source: *; . = not tested or not shown; & = joins results of further samples. The calls were made as follows: active = growth percent below 10; inactive = the rest.

Second line of a record – SW-620	HCT-15	HT29	HCC-2998	SNB-75	SNB-19	KM12	HCT-116	SF-268
CC(/C=C/C=C(\C)[C@H](O)[C@H](C)C(=O)O[C@H]1C[C@H](C)C=C2C=C[C@@]3(C)O[C@@H](O)CC(=O)[C@]3(C)[C@H]21)=C\C=C\C(=O)O
→ 9.5*	17	0.3*	7.5*	-14*	-0.8*	0.5*	2.2*	7.6*
Cn1cc(C2=C(c3cccc4ccccc34)C(=O)N(O)C2=O)c2cccnc21
→ 92	99	96	97	77	89	89	90	88
O=[N+]([O-])c1ccc(S(=O)(=O)OCCCCOS(=O)(=O)c2ccc([N+](=O)[O-])cc2)cc1
→ 102	114	107	100	92	112	107	108	106
O=C(/C=C/c1cccc(F)c1)c1cccc(OCCCOc2cccc(C(=O)/C=C/c3cccc(F)c3)c2)c1
→ 14	9.4*	9.6*	44	112	65	33	-80*	92
COc1ccc(/C=N\NC(=O)c2ccncc2)cc1
→ 108	102	118	105	80	104	103	96	101
CN(C)CCN(C)C(=O)C(c1ccccc1)C1CCCCC1 (stereo not drawn)
→ 104	101	109	97	107	106	100	95	116
COc1ccc(CCNc2nc3c(c(=O)n(Cc4ccc(Cl)c(Cl)c4)c(=O)n3C)n2C)cc1OC
→ 88	83	92	92	59	87	94	72	82
COc1cc(C2C=C(C)N=C3SC(C)=CN32)cc(OC)c1OC (stereo not drawn)
→ 105	97	102	122	88	103	115	107	113
CC1=C(C(=O)OC(C)C)C(c2cccc(O)c2)NC(=O)N1 (stereo not drawn)
→ 101	104	97	103	102	98	101	104	94
O=C1c2ccccc2C(=O)N1CNc1cccc(NCN2C(=O)c3ccccc3C2=O)c1
→ 101	101	117	105	85	106	101	104	104
Nc1ccc(S(=O)(=O)Nc2ccccc2)cc1
→ 106	138	115	129	98	105	114	101	107
NS(=O)(=O)c1ccc(Nc2nc(Nc3ccccc3)nc(N3N=C(c4ccc(Cl)cc4)CC3c3ccc(Cl)cc3)n2)cc1 (stereo not drawn)
→ 54	37	9.6*	13	68	61	5.1*	14	59
CCOC(=O)c1sc2nc(-c3ccccc3)c(C#N)c(N)c2c1N
→ 109	98	102	103	101	93	103	97	96
CN(/N=N/N(C)c1ccccc1)c1ccccc1
→ 104&98	102&106	111&97	109&105	106&96	108&109	104&102	112&104	105&106
N=c1nc2c(c(N)n1-c1ccccc1)c(=S)n(-c1ccccc1)c(=S)n2-c1ccccc1
→ 111	104	111	112	90	112	114	109	112
c1ccc(C(c2nc3ncncc3[nH]2)N2CSc3nc4ncncc4n3C2)cc1 (stereo not drawn)
→ 79	80	43	56	45	97	52	41	67
O=C(O)c1ccc(-n2cc(/C=N/Nc3ccccc3F)c(-c3ccccc3)n2)cc1
→ 43	60	81	95	56	99	67	53	62
CC(=O)c1c(C)c(C)c(C(C)=O)c(C)c1C
→ 106	114	101	97	84	108	113	99	114
COc1cc2c(cc1OC)C1(NCC2)C(=O)NC2C=CC(Cl)=CC21 (stereo not drawn)
→ 95	93	108	98	69	102	95	96	90
CCCCOc1ccc(CCC(=O)O)cc1OCCCC
→ 105	95	111	109	97	106	104	99	99

The list goes on.
Second line of a record – SW-620	HCT-15	HT29	HCC-2998	SNB-75	SNB-19	KM12	HCT-116	SF-268
Clc1ccc(/C=N/N=C(N/N=C/c2ccc(Cl)cc2Cl)N/N=C/c2ccc(Cl)cc2Cl)c(Cl)c1
→ 97	96	112	100	96	103	102	97	101
O=C1OC(N(Cc2ccccc2)Cc2ccccc2)c2ccccc21 (stereo not drawn)
→ 98	117	86	103	95	102	109	97	111
Cc1c(NC=O)c(=O)n(-c2ccccc2)n1C
→ 102	106	102	101	96	110	97	113	102
O=C(CNc1c(Cl)cccc1Cl)Nc1ccccn1
→ 100	107	99	104	88	106	93	100	97
O=C1CC(N2C(=O)/C(=C/c3cccnc3)SC2=S)C(=O)N1c1ccc(Cl)cc1 (stereo not drawn)
→ 97	101	107	111	75	100	98	97	91
Cc1ccc(C(=O)NCCNc2nccc(-n3ccc4cccnc43)n2)cc1
→ 120	107	111	111	.	104	108	102	100
CCC(=C(c1ccc(OCCN2CCCCCC2)cc1)c1ccc(OCCN2CCCCCC2)cc1)c1ccc(Cl)cc1
→ -49*	-59*	-45*	-86*	62	-21*	4.4*	-89*	56
CCCCCCCCC/C=N\NC(N)=O
→ 104	106	94	104	98	106	104	105	102
Oc1ccc2cn[nH]c2c1
→ 107	113	115	105	.	99	109	101	101
Cc1ccc(-n2cc3c(-c4cc5c(ccc6ccccc65)oc4=O)n[nH]c(=O)c3n2)cc1
→ 84	85	103	96	65	91	85	77	79
NC(=O)Nc1cccc(O)c1
→ 99	104	92	98	.	98	.	99	101
CCSc1nc(-c2cnccn2)cc(-c2cccs2)c1C#N
→ 99	101	97	111	49	98	99	95	84
Cc1ccc2c(c1)=C/C(=C\N(O)c1ccccc1)C(=O)N=2
→ 98	95	97	107	96	91	109	96	101
COc1cc2c(cc1O)[C@H]1[C@H](c3ccccc3Cl)OC(=O)N1CC2
→ 99	102	95	97	104	94	103	91	106
O=C(Nc1ccc(Oc2cccc(Cl)c2)c(Cl)c1)c1cccnc1
→ 25	37	8.6*	58	-23*	41	28	30	53
Cn1cc(-c2cc3ncnc(Nc4ccc(CC(=O)Nc5cc(C(C)(C)C)on5)cc4)c3s2)cn1
→ 39	19	27	99	54	86	19	22	32
COc1ccc2oc(=O)cc(CN3C(=O)S/C(=C\c4ccc(Cl)cc4)C3=O)c2c1
→ 108	92	103	104	99	99	96	85	92
COc1cc(N)ccc1C#N
→ 98	99	93	81	105	102	99	89	107
CCOC(=O)C1=C(N)N(c2ccc(C)cc2)C2=C(C(=O)CC(C)(C)C2)C1c1ccc([N+](=O)[O-])cc1 (stereo not drawn)
→ 93	100	102	102	95	99	101	100	105
O=[N+]([O-])c1cccc(C2c3sc4ccc(Cl)cc4c3Nc3nncn32)c1 (stereo not drawn)
→ 95	101	115	132	105	98	96	97	96

Ordered by length of the SMILES (low to high): some entries from above.
Second line of a record – SW-620	HCT-15	HT29	HCC-2998	SNB-75	SNB-19	KM12	HCT-116	SF-268
Oc1ccc2cn[nH]c2c1
→ 107	113	115	105	.	99	109	101	101
COc1cc2c(cc1O)[C@H]1[C@H](c3ccccc3Cl)OC(=O)N1CC2
→ 99	102	95	97	104	94	103	91	106
COc1ccc2oc(=O)cc(CN3C(=O)S/C(=C\c4ccc(Cl)cc4)C3=O)c2c1
→ 108	92	103	104	99	99	96	85	92
CCC(=C(c1ccc(OCCN2CCCCCC2)cc1)c1ccc(OCCN2CCCCCC2)cc1)c1ccc(Cl)cc1
→ -49*	-59*	-45*	-86*	62	-21*	4.4*	-89*	56
Clc1ccc(/C=N/N=C(N/N=C/c2ccc(Cl)cc2Cl)N/N=C/c2ccc(Cl)cc2Cl)c(Cl)c1
→ 97	96	112	100	96	103	102	97	101
CCOC(=O)C1=C(N)N(c2ccc(C)cc2)C2=C(C(=O)CC(C)(C)C2)C1c1ccc([N+](=O)[O-])cc1 (stereo not drawn)
→ 93	100	102	102	95	99	101	100	105

Single entries from the results shown:
Result for Oc1ccc2cn[nH]c2c1 under HCT-15: 113
Result for CCOC(=O)C1=C(N)N(c2ccc(C)cc2)C2=C(C(=O)CC(C)(C)C2)C1c1ccc([N+](=O)[O-])cc1 (stereo not drawn) under HCC-2998: 102

Next part
Second line of a record – SW-620	HCT-15	HT29	HCC-2998	SNB-75	SNB-19	KM12	HCT-116	SF-268
C=C(C)[C@@H]1C[C@H](O)Cc2c(C)cc(C)cc2N1
→ 104	109	.	114	101	108	111	99	107
CCCCn1c(=O)[nH]c(N)c([C@@H]2c3c([nH]c(=O)n(CCCC)c3=O)Oc3ccc4ccccc4c32)c1=O
→ -68*	6.6*	-44*	83	87	64	-44*	-26*	8.2*
CCN1CCN(C2=NC(=O)/C(=C/c3ccc(Br)cc3F)S2)CC1
→ 104	72	100	95	82	78	93	89	87
COc1ccc(C2OC(N)=C(O)C2=O)cc1OC (stereo not drawn)
→ 103	101	108	107	101	.	109	100	101
O=[N+]([O-])c1c(O)c(Cl)cc(Cl)c1Cl
→ 115	100	101	97	99	101	112	100	102
CCCCNC(=O)N/C=C(/C#N)C(=O)O
→ 96	109	100	96	81	108	97	100	104
CCCCOc1nc2cc(Cl)ccc2cc1/C=C/c1cc(/C=C/c2cc3ccc(Cl)cc3nc2OCCCC)n(-c2ccccc2)n1
→ 105	112	89	102	-17*	70	95	85	75
C/C(=N\Nc1ccc([N+](=O)[O-])cn1)c1ccc(N)cc1
→ 112	95	101	102	94	96	96	98	94
COc1ccc(Sc2[nH]c(C=O)c3ccccc23)cc1
→ 16	63	19	16	6.7*	78	22	61	78
CCOC(OCC)c1ccc(OC)c(OC)c1
→ 106	100	92	103	89	111	100	84	104
COc1ccc2nc(NCc3ccccc3)c3sc4ccc(F)cc4c(=O)c3c2c1
→ 98	105	102	113	88	96	98	83	103
COc1ccc2cc3c(nc2c1)Nn1c(nnc1-c1ccc[nH]c1=S)SC3
→ 99	107	111	100	92	96	107	94	101
O=C(CSc1nnc(-c2ccc(-c3nc4ccc(Cl)cc4[nH]3)cc2)o1)Nc1ccc(Cl)cc1
→ 4.3*	8.6*	23	67	2.2*	-8.2*	19	5.5*	8.7*
Clc1cccc(Oc2ccc(Nc3ncnc4onc(-c5ccccc5)c34)cc2)c1
→ 98	99	105	99	73	90	95	94	67
CC(C)c1ccc(Cn2ccc3c4c(N)nc(NC5CC5)nc4ccc32)cc1
→ -83*	-81*	-76*	-79*	-94*	-85*	-79*	-83*	-78*
CCCCCc1ccc(C)cc1OC(C)=O
→ 108	104	100	101	103	110	102	102	102
O=C(Nc1ccc(OS(=O)(=O)c2ccccc2)cc1)C1CCCCC1
→ 102	68	39	92	96	89	89	72	90
CCOC(=O)Nc1ccc(N=Nc2ccccc2)cc1
→ 88	58	79	52	90	91	73	63	87
COc1ccc(S(=O)(=O)N(Cc2ccc3c(n2)C=CC(C)(C)O3)C2CCC2)cc1OC
→ 3.8*	14	3.8*	-1.6*	-12*	8.7*	-1.4*	-5.7*	-9.3*
CC(=O)Nc1ccc(S(=O)(=O)NC(CCC(=O)Nc2ccc(Cl)cc2)C(=O)O)cc1 (stereo not drawn)
→ 100	99	106	103	69	100	95	102	102

Reprinted from the part before: 2 entries, followed by the next part.
Second line of a record – SW-620	HCT-15	HT29	HCC-2998	SNB-75	SNB-19	KM12	HCT-116	SF-268
COc1ccc(S(=O)(=O)N(Cc2ccc3c(n2)C=CC(C)(C)O3)C2CCC2)cc1OC
→ 3.8*	14	3.8*	-1.6*	-12*	8.7*	-1.4*	-5.7*	-9.3*
CC(=O)Nc1ccc(S(=O)(=O)NC(CCC(=O)Nc2ccc(Cl)cc2)C(=O)O)cc1 (stereo not drawn)
→ 100	99	106	103	69	100	95	102	102
Cc1nc2ccccc2c(=O)n1-c1nc2ccccc2o1
→ 89	70	81	91	92	82	95	89	84
NS(=O)(=O)c1ccc(N2Cc3cc(Cl)ccc3OC3=C2C(=O)N(CC2CCCCC2)C3=O)cc1
→ -78*	-79*	-67*	-73*	-98*	-6.2*	4.5*	-86*	-84*
CC(=O)c1ccc(C)cc1C
→ 110	101	97	.	93	111	115	104	101
CC1(C)CC[C@]2(C(=O)O)CC[C@]3(C)C(=CC[C@@H]4[C@@]5(C)Cc6c([nH]c7ccccc67)C(C)(C)[C@@H]5CC[C@]43C)[C@@H]2C1
→ 23	21	27	39	49	60	18	8.3*	54
CC(=O)c1cc2c(N)c(C(=O)Nc3cccc4ncccc34)sc2nc1C
→ 88	79	87	95	82	91	79	65	88
CCN(CC)C(=O)C1(C)CCCC2(C)c3cc(OC(C)=O)ccc3CCC12 (stereo not drawn)
→ 89	87	83	109	81	96	82	85	86
CC(C)c1ccc(C(=O)Nc2sc3c(c2C#N)CCC(=O)C3)cc1
→ -19*	-24*	8.3*	21	-42*	11	5.5*	-2.8*	27
Oc1c(Cl)cc(Cl)cc1CNc1nccnn1
→ 102	101	105	99	78	96	93	98	97
COC(=O)C1=C(C)NC(C)=C(C(=O)OC)C(N2C(=O)CCC2=O)C1 (stereo not drawn)
→ 45	78	98	105	77	100	95	57	94
Nc1nc(=S)c2[nH]c(=S)[nH]c2[nH]1
→ 119	92	110	108	90	102	110	100	130
COc1cc2ccccc2oc1=O
→ 99	104	111	107	.	98	104	108	100
Cc1ccc(NC(=O)c2cccc(CN3CCN(C)CC3)c2)cc1Oc1ccc(-c2[nH]nc3ncnc(N)c23)cc1
→ 49	86	5.7*	99	67	82	37	57	74
O=C(Nc1nc(-c2ccc(Cl)cc2)cc(-c2ccccc2Cl)n1)c1ccncc1
→ 87	100	93	105	.	87	91	86	82
O=C1CCNC1
→ 103	101	106	118	100	102	111	105	111
O=C(O)c1ccccc1-c1c2ccc(=Nc3ccccc3)cc-2oc2cc(Nc3ccc(S(=O)(=O)O)cc3)ccc12
→ 122	98	96	106	61	100	102	107	95
COCCNc1nc2ccccc2c2c(=O)c3ccccc3sc12
→ 88	84	82	105	74	88	85	86	94
COc1ccc(-c2cc(/C(C#N)=C/c3c[nH]c4ccccc34)[nH]n2)cc1
→ 97	60	87	95	86	99	82	79	93
C#CCOc1ccc(C(Nc2ccccc2)c2nnnn2C2CCCCC2)cc1 (stereo not drawn)
→ 97	90	94	95	77	88	89	75	81
Cc1ccc(-c2ccc(CCC(=O)Nc3ncc(Cc4ccc(F)cc4)s3)o2)cc1
→ 85	91	96	86	74	96	99	61	92
CCOC(=O)c1c2c(n(-c3ccc(C)c(C)c3)c1-c1ccccc1)C=CCC2
→ 88	86	54	98	89	99	84	56	91
O=C(/C=C\c1ccc(Cl)cc1)c1ccc(NC2=CC(=O)c3ccccc3C2=O)cc1
→ 97	66	89	118	110	96	83	45	88
